Screening data as filed in PubChem BioAssay.
Efflux pump mplx = antifungal efflux pump inhibition, Nile Red retention; inhibition, % at 10 µM; actives 0.44% (n = 330,000); S. cerevisiae Candida pump triplex; AID 485275;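 active = plate passing quality check with inhibition over a set limit, or well fluorescence over plate mean plus 4 SD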;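 note: Nile Red retained in pooled yeast measured as flow cytometry median fluorescence; 0% = buffer negative control and 100% = Enniatin B positive control; higher means more Nile Red kept so more efflux inhibition; some compounds called inactive have numbers as strong as hits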
LYPLA2 counter = LYPLA2 (human) inhibition in PME1 counter-screen. O95372. recombinant LYPLA2, FP-Rh probe fluorescence polarization. inhibition, % at 5.9 µM. actives 0.38% (n = 320,000);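 active = inhibition above the screen-wide mean plus 3 SD, limit set per campaign, cut at about 26% in these data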;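 note: 0% = LYPLA2 with DMSO and 100% = wells lacking LYPLA2 enzyme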
Target sequence (O95372 whole entry, looked up): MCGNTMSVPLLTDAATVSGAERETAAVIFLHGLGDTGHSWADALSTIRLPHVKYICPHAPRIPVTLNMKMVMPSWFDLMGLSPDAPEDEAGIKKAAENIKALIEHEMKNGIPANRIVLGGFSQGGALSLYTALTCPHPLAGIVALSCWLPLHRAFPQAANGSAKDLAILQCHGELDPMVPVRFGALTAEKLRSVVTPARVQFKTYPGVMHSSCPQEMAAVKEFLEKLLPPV
TPT1 inhibitor = C. albicans TPT1 enzyme inhibition | recombinant caTPT1, FP RNA substrate dephosphorylation | inhibition, % at 5 µM | actives 0.81% (n = 300,000);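 active = inhibition above the mean of all tested compounds plus 3 SD, set per screening campaign, cut at about 24% in these data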;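 note: plate controls were DMSO alone for no effect and ferristatin control at 100 nM for full effect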
HCV core dimer = HCV core protein dimerization inhibition. TR-FRET GST/Flag-core106 dimerization, 1536-well. inhibition, % at 5 µM. actives 0.33% (n = 300,000). AID 1899;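 active = inhibition above the mean of all tested compounds plus 3 SD, set per screening campaign, cut at about 45% in these data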
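Assay system – GST-tagged and Flag-tagged HCV core protein residues 1-106 · Quantity – core106 proteins, GST 13.5 nM and Flag 17 nM · Benchmarks – unlabelled core106 and no-GST-core106 wells · Read-out basis – percent inhibition of core106 dimerization signal · Detection – time-resolved FRET, ex 340 nm, em 617 and 671 nm · Schedule – 4 h at 22.5 °C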
PREPL inhibitor = inhibitors of human prolyl oligopeptidase-like enzyme PREPL; Q4J6C6; inhibition, % at 5.96 µM; actives 0.68% (n = 320,000); recombinant PREPL, fluorescence polarization activity-based probe; in the data active = inhibition above about 43%;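 note: 0% = enzyme with DMSO and 100% = wells lacking enzyme; many of its hits are not listed in these tables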
Fh CTSL1 inh = blocks F. hepatica cathepsin L1 in PFM18AAP counter-screen; recombinant F. hepatica cathepsin L1, Z-Leu-Arg-MCA fluorescence; AID 1906; inhibition, % at 5.96 µM; actives 0.49% (n = 300,000);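 active = inhibition above the mean of all tested compounds plus 3 SD, set per screening campaign, cut at about 17% in these data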;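 note: 0% = plate median of test compound wells and 100% = 1 µM Z-Phe-Ala-diazomethylketone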
JMJD2C inh = blocks human GASC-1 demethylase activity; Q9H3R0; GST-JMJD2C(1-420) H3K9me3 demethylation, DELFIA europium; inhibition, % at 2.35 µM; actives 0.069% (n = 330,000);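 active = more than half of a compound's replicate wells show inhibition beyond 50%, single wells judged on their own value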;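 note: signal counts dimethyl H3K9 product captured on neutravidin plate; 0% = median of DMSO wells and 100% = 0.3 times that DMSO median; strong numbers were not always called active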
Target sequence (Q9H3R0 1-420 limits assumed): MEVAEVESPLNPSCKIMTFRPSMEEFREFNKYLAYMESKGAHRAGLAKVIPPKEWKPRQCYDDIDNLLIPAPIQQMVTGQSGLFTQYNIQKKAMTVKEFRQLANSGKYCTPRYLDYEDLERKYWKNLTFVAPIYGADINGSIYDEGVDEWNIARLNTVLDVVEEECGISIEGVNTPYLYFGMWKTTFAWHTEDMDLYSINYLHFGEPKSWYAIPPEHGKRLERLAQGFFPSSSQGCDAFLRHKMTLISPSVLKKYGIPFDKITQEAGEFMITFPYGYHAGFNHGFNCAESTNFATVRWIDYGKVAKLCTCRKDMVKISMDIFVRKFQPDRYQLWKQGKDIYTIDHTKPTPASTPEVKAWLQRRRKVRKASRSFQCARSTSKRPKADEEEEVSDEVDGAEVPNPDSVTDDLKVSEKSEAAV
PP1 inh = blocks human PP1-alpha phosphatase, a PP5 counter-screen. purified PP1alpha, OMFP fluorescence. actives 0.9% (n = 320,000). P62136. inhibition, % at 6.7 µM;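 active = inhibition above the mean inhibition of all tested compounds plus 3 SD, computed separately for each screening campaign, cut at about 15% in these data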
Target sequence (P62136 whole entry, looked up): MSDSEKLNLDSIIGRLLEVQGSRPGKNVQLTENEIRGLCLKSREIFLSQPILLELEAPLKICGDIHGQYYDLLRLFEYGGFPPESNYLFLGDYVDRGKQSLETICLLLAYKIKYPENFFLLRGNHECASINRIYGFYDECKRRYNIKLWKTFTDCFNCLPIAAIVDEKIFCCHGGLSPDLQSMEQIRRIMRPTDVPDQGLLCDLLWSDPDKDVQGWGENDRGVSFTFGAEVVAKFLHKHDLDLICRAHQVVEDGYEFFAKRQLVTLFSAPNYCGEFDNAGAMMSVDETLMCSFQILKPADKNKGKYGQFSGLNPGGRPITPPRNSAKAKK
PP5 inh = blocks human protein phosphatase 5 activity | purified PP5c, OMFP substrate fluorescence | inhibition, % at 6.7 µM | actives 0.18% (n = 320,000);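 active = inhibition above the campaign's mean inhibition across all tested compounds plus 3 SD, cut at about 9.5% in these data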;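 note: 0% = DMSO only and 100% = 100 µM cantharidin control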
* marks the source's active call; other numbers are inactive results; x = not tested or not shown; & = joins results of further samples. These rows are one share of the data; the hit share may differ from the screen's.

SMILES	Efflux pump mplx	LYPLA2 counter	TPT1 inhibitor	HCV core dimer	PREPL inhibitor	Fh CTSL1 inh	JMJD2C inh	PP1 inh	PP5 inh
COc1ccc(/C=N/n2c(C)nnc2C)c(OC)c1	-0.1	-1	-7	-3	-13	-1	-2	0	1.9
CC(Cc1ccccc1)C(=O)NCc1nc2ccccc2s1 (stereo not given)	0.1	-3	0	-1	-9	-2	10	6	4.0
CC(C)N(C)C1CCN(S(=O)(=O)c2ccc(-c3ccc(=O)[nH]n3)s2)CC1	-0.3	-1	-2	-1	-3	0	-8	2	1.0
CCSC1=NC(=O)/C(=C2/C=Cc3ccccc3N2CC)S1	0.0	9	11	-12	17	6	13	6	-3.4
CCc1ccc(/C=C2/SC(=S)N(CCCC(=O)Nc3ccccc3C(=O)O)C2=O)cc1	-3.7	3	-7	2	-1	2	7	6	1.2
COC(=O)c1cn(-c2ccccc2)nc1-c1ccccc1	0.1	0	-1	-5	3	-3	-3	-1	2.3
Cc1c(/C=C/C(=O)c2ccc(O)cc2)cnn1C	0.2	0	-3	-2	-9	2	0	-1	4.1
COCCn1cnc2c1c(=O)n(CC(=O)NCC(F)(F)F)c(=O)n2Cc1ccccc1	-0.1	-1	-3	9	-3	-1	-38	-4	2.1
Cn1/c(=N/NC(=O)c2ccccc2Br)sc2ccccc21	-0.1	-3	-1	-3	6	-5	-3	-2	0.7
O=C(O)CCCNC(=O)CCn1nnc2ccccc2c1=O	-0.2	-1	-2	2	-9	1	0	4	1.4
O=C(COC(=O)c1ccc(S(=O)(=O)N2CCCC2)cc1)Nc1ccc(Cl)cc1	0.6	-16	x	x	-8	x	1	3	0.3
Cc1ccc(S(=O)(=O)N2CCOCC2)cc1NC(=O)CN1CCN(c2ccc(O)cc2)CC1	0.1	4	0	-1	3	1	4	0	1.4
Cc1ccc(S(=O)(=O)N2CCCN(C(=O)OC(C)(C)C)CC2)cc1	0.0	-1	-5	-4	15	-1	-9	-3	-1.1
Cc1nc(NCCN2CCOCC2)c2nnn(Cc3c(F)cccc3Cl)c2n1	0.1	5	-1	-9	7	-1	2	-1	0.2
O=C(O)c1cc2c(cc1NC(=O)c1c(F)cccc1Cl)OCCCO2	-0.1	-7	2	3	-7	4	6	-1	1.4
Cc1ccc(S(=O)(=O)NC(=O)NN2CC3CCCC3C2)cc1 (stereo not given)	0.1	-1	2	0	-2	-6	-34	1	2.1
COc1ccc(-c2nsc(SCC(=O)Nc3ccc4c(c3)OCO4)n2)cc1	-0.1	4	-1	-4	5	6	-1	-1	-2.4
Cc1ccc2nc(-c3ccc(NC(=O)CN(c4ccccc4C)S(C)(=O)=O)cc3)sc2c1	0.0	-6	7	-8	2	4	-1	2	4.3
O=C(c1ccc(-n2cncn2)c([N+](=O)[O-])c1)N1CCN(S(=O)(=O)c2ccc(F)c(F)c2)CC1	-0.1	3	-4	-8	19	3	-8	-2	-0.8
CC(=O)Nc1ccc(OC/C=C(\C)Cl)cc1	-0.1	-2	-2	4	-4	4	20	6	-2.2
CCn1c(C)nc2cc(C(=O)N/N=C/c3ccccc3)ccc21	-0.2	-4	-6	0	1	-1	0	-2	2.3
NC(=O)c1ccc(NC(=O)CN2CCN(C(=O)c3ccco3)CC2)cc1	0.3	-1	1	1	-3	7	-4	-1	-1.8
CC(=O)Nc1ccc(C(=O)OC2CCOC2=O)cc1 (stereo not given)	0.1	-4	-1	1	1	-1	8	-1	-2.2
CC1(c2nnc(-c3ccccc3)o2)CC(c2cccnc2)=NO1 (stereo not given)	0.1	2	-4	-11	5	-5	3&24	-2	3.7
CCc1cc2cc(C)cc(C)c2[nH]c1=S	0.3	1	2	2	-6	-2	7	-5	-1.6
COC(=O)CSc1c(-c2ccccc2)c2cc(Cl)ccc2[nH]c1=O	-0.3	5	2	4	1	2	1	4	1.5
CCN(CC)S(=O)(=O)c1ccc(C(=O)NCc2nnc(SCC(=O)OC)n2C)cc1	0.0	8	-1	-3	15	-2	x	-3	3.2
Cc1cc(Cl)ccc1OC(C)C(=O)OCC(=O)Nc1ccc2[nH]c(=O)[nH]c2c1 (stereo not given)	-0.1	5	x	x	25	x	3	0	4.9
Cc1cc(Nc2ccc(F)cc2F)n2nc(C)nc2n1	-0.1	-5	0	-5	-1	-2	-6	-1	0.2
CCOC(=O)CNc1ccc(C(=O)OCC)cc1[N+](=O)[O-]	-0.1	4	0	-4	10	2	2	-3	0.4

Quoted at random: 3 records from the list
SMILES	Efflux pump mplx	LYPLA2 counter	TPT1 inhibitor	HCV core dimer	PREPL inhibitor	Fh CTSL1 inh	JMJD2C inh	PP1 inh	PP5 inh
CCn1c(C)nc2cc(C(=O)N/N=C/c3ccccc3)ccc21	-0.2	-4	-6	0	1	-1	0	-2	2.3
CC1(c2nnc(-c3ccccc3)o2)CC(c2cccnc2)=NO1 (stereo not given)	0.1	2	-4	-11	5	-5	3&24	-2	3.7
Cc1cc(Cl)ccc1OC(C)C(=O)OCC(=O)Nc1ccc2[nH]c(=O)[nH]c2c1 (stereo not given)	-0.1	5	x	x	25	x	3	0	4.9

Carrying on.
SMILES	Efflux pump mplx	LYPLA2 counter	TPT1 inhibitor	HCV core dimer	PREPL inhibitor	Fh CTSL1 inh	JMJD2C inh	PP1 inh	PP5 inh
COc1cccc(Nc2nc(C)cc(C)c2C#N)c1	-0.1	1	-3	-3	-3	3	x	0	3.0
C=CCOc1ccc(/C=N/Nc2ccccn2)cc1OC	-0.1	-1	-1	-3	3	6	5	-5	0.5
CN(C)c1oc(-c2ccccc2[N+](=O)[O-])nc1C#N	0.1	10	-5	-3	-1	8	0	-4	-1.5
Cc1cc(NC(=O)C(C)Oc2ccccc2)no1 (stereo not given)	0.0	12	-6	-16	13	5	-5	0	-9.3
CN1C(=O)C(CC(=O)N2CCN(C(c3ccccc3)c3ccccc3)CC2)N(C)C1=O (stereo not given)	0.0	6	2	0	-3	0	-1	-5	3.0
Cc1cc(C(=O)NN)n[nH]1	-0.3	11	-3	-1	2	-3	6	-2	-0.7
COC1CC(C)NC(=S)N1 (stereo not given)	0.0	-4	-4	2	-2	-2	21	-1	1.1
COCCNC(=O)C1CC(c2cccc(F)c2)=NO1 (stereo not given)	-0.1	1	2	-20	1	-3	45	0	1.8
CCOC(=O)C1=C(C)n2c(s/c(=C3\C(=O)Nc4ccccc43)c2=O)=NC1c1ccc(OC)cc1 (stereo not given)	-0.5	-6	-2	2	4	6	28	0	-0.3
COc1ccc(CNC(=O)CN(C(=O)CCC(=O)Nc2nccs2)c2ccc(C)cc2)cc1	-0.1	-7	0	-2	-29	0	0	5	2.4
CC(C)(CO)CNC(=O)CCc1nnc(C2(c3ccc(Cl)cc3)CCC2)o1	0.0	3	4	2	-5	-1	-14	-3	2.2
COc1ccc(/C=N\NC(=O)CC(=O)Nc2cccc(Cl)c2)cc1OC	0.1	17	-2	-3	5	3	-1	-3	-1.3
COC(=O)Nc1ccc(OCC(=O)N2CCOCC2)cc1	-0.6	6	-1	-11	6	-1	2	2	2.7
Cc1ccc(-n2nc(C)c(C3(O)C(=O)N(C)c4ccccc43)c2N)cc1 (stereo not given)	-0.1	-2	1	5	6	-3	-18	-3	3.0
Cc1ccccc1OCCSc1nc2ncnc(N)c2[nH]1	-0.4	-4	-2	13	6	2	2	0	1.8

Ordered by heavy-atom count (smallest number first): some entries from above.
SMILES	Efflux pump mplx	LYPLA2 counter	TPT1 inhibitor	HCV core dimer	PREPL inhibitor	Fh CTSL1 inh	JMJD2C inh	PP1 inh	PP5 inh
Cc1cc(C(=O)NN)n[nH]1	-0.3	11	-3	-1	2	-3	6	-2	-0.7
Cc1cc(NC(=O)C(C)Oc2ccccc2)no1 (stereo not given)	0.0	12	-6	-16	13	5	-5	0	-9.3
CN(C)c1oc(-c2ccccc2[N+](=O)[O-])nc1C#N	0.1	10	-5	-3	-1	8	0	-4	-1.5
Cc1ccccc1OCCSc1nc2ncnc(N)c2[nH]1	-0.4	-4	-2	13	6	2	2	0	1.8
CN1C(=O)C(CC(=O)N2CCN(C(c3ccccc3)c3ccccc3)CC2)N(C)C1=O (stereo not given)	0.0	6	2	0	-3	0	-1	-5	3.0
COc1ccc(CNC(=O)CN(C(=O)CCC(=O)Nc2nccs2)c2ccc(C)cc2)cc1	-0.1	-7	0	-2	-29	0	0	5	2.4
CCOC(=O)C1=C(C)n2c(s/c(=C3\C(=O)Nc4ccccc43)c2=O)=NC1c1ccc(OC)cc1 (stereo not given)	-0.5	-6	-2	2	4	6	28	0	-0.3

Next part
SMILES	Efflux pump mplx	LYPLA2 counter	TPT1 inhibitor	HCV core dimer	PREPL inhibitor	Fh CTSL1 inh	JMJD2C inh	PP1 inh	PP5 inh
COc1ccccc1NC(=O)C(C)OC(=O)CSCC(=O)Nc1cc(C)on1 (stereo not given)	0.2	4	x	x	0	x	17	-5	-1.5
Cn1cc(CNC(=O)c2cc(-c3ccc(Br)cc3)nc3ccccc23)cn1	0.4	1	-1	10	-29	-2	-3	1	-0.3
O=C(CN1C(=O)NC2(CCCCC2)C1=O)Nc1ccccc1N1CCCCC1	-0.1	1	x	x	13	x	-11	-1	4.4
Cc1ccc(C2=N/C(=C\c3ccc(OS(=O)(=O)c4ccc(C)cc4)cc3)C(=O)O2)cc1	2.8	-3	4	22	2	6	-4	1	-1.5
COc1cccc(/C=C/C(=O)OCC(=O)Nc2ccc(S(=O)(=O)N3CCCC3)cc2)c1	1.0	-25	0	0	1	-7	-12	-1	4.4
Cc1ccc(-n2cc(CNC(C)Cn3cncn3)c(-c3ccc(F)cc3)n2)cc1 (stereo not given)	0.2	6	-2	-4	-5	1	-12	-2	0.3
CCOCCn1c(SCc2ccccc2)nc2c1c(=O)[nH]c(=O)n2C	0.1	-4	0	-3	23	-3	-20	1	1.6
O=C(c1ccccc1)c1ccc(-n2cnnc2)c([N+](=O)[O-])c1	0.0	-1	-1	8	-2	1	-9	-3	0.4
C=CCN(c1ccccc1)S(=O)(=O)c1cccc(C(=O)N2CC(C)CC(C)C2)c1 (stereo not given)	0.0	3	0	9	15	0	-3	-3	0.3
COC(=O)[C@@H](Cc1c[nH]c2ccccc12)NC(=O)c1ccc2c(c1)OCO2	0.1	-7	-2	-3	0	-5	-6	1	-1.3
COc1ccc(C2CC(c3ccc(F)cc3)=NN2c2ccccc2)cc1OC (stereo not given)	0.0	-8	10	-1	-6	0	4	4	4.1
COc1ccc(/C=C/C(=O)N(C)C2CCCCC2)cc1Br	0.1	-2	0	2	-5	1	-5	-3	-0.2
Cc1nc2sc(C(c3ccc(C(C)C)cc3)N3CCN(CCO)CC3)c(O)n2n1 (stereo not given)	-0.2	7	1	12	9	0	7	0	-0.8
CCOC(=O)N1CCN(Cc2nc(-c3cccc(Cl)c3)no2)CC1	-0.1	1	0	2	19	-2	-4	-4	-1.0
O=C(CCN1C(=O)c2ccccc2S1(=O)=O)NCc1ccco1	0.0	3	0	0	10	0	2	-3	0.0
CC(=O)NN1C(=O)c2ccccc2NC1c1ccc([N+](=O)[O-])o1 (stereo not given)	0.1	5	-2	-1	4	-2	-17	-5	1.7
